Screening results (PubChem BioAssay)
RAD54 branch – inhibitors of human RAD54 branch migration; Q92698; RAD54 Holliday junction branch migration, FAM/BHQ fluorescence; inhibition, % at 10.4 µM; 360,000 tested, 0.14% active; AID 602329;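 active = mean normalized replicate activity at least 40 and at least half of replicates scoring 40 or more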;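 also: 0% = median of neutral control wells and 100% = median of positive control wells; inhibitors cause a drop in the FAM fluorescence signal; in these data hits start at about 50%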
Target sequence (Q92698 whole entry, looked up): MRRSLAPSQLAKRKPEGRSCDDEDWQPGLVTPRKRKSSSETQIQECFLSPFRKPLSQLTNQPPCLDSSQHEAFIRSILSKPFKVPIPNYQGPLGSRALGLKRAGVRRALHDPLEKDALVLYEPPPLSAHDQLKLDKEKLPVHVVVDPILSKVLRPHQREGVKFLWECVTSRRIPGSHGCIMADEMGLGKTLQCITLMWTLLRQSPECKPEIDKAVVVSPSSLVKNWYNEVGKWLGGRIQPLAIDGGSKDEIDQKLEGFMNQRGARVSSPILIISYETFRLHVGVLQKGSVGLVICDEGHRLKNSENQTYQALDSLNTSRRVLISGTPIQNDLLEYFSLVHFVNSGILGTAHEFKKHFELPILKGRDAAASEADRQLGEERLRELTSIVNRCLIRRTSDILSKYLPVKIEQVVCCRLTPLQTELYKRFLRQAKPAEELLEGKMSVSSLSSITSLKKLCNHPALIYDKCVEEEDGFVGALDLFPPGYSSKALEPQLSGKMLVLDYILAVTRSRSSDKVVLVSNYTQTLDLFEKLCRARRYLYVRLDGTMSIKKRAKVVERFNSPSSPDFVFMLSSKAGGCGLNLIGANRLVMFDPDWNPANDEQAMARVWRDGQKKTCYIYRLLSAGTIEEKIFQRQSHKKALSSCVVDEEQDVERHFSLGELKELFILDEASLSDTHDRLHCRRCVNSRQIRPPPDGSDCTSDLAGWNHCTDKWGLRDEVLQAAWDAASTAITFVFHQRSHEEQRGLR
miR122 inh – inhibitors of miR-122 in Huh7 cells; Huh7 miR-122 Renilla luciferase sensor, 48 h; neutral wells = 0, positive control = 100; activation (reporter increase), % at 12.5 µM; 340,000 tested, 0.3% active; AID 602342;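 active = mean replicate activation score at least 90 and every replicate individually at or above 90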;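 also: higher luciferase means less miR-122 activity so hits act as miR-122 inhibitors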
ERAP1 HTS inh – inhibitors of human ERAP1 aminopeptidase | AID 652197 | inhibition, % at 10.7 µM | recombinant ERAP1, Leu-AMC fluorescence, 60 min | 340,000 tested, 0.15% active | Q9NZ08;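 active = mean replicate inhibition of at least 30%, or all replicates individually reaching that 30% level; inactive = mean below 30% and not every replicate reaching it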;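 also: 0% = neutral control wells and 100% = L-leucinethiol positive control wells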
PGC1a acetyl inh – lowers PGC1a acetylation signal in U2OS cells; AlphaScreen anti-acetyl-lysine; with virally co-expressed GCN5 acetyltransferase; inhibition, % at 15.6 µM; 350,000 tested, 0.17% active; AID 651687;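 active = every replicate shows inhibition of at least 40%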;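 also: 0% = neutral control wells and 100% = positive control wells; some results beyond the cut were filed as inactive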
PglD inh – blocks C. jejuni PglD acetyltransferase activity | purified PglD enzyme, DTNB colorimetric CoA detection | inhibition, % at 12.5 µM | 360,000 tested, 0.098% active | AID 602405; in the data active = inhibition above about 16%, passing the limit was not always enough; also: strong numbers were not always called active
Cneo AK release – Cryptococcus neoformans lysis via adenylate kinase release; C. neoformans lysis, adenylate kinase release luminescence, 4 h; normalised: neutral wells 0, clomiphene wells 100; lysis activity, % at 15 µM; 360,000 tested, 0.2% active; AID 651654;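 active = mean lysis activity across replicates of at least 80%, whatever share of replicates individually reach that level; inactive = mean lysis activity below 80%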
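Signal: Adenylate kinase release luminescence | Assay system: Log-phase Cryptococcus neoformans yeast cells | Input: Cells at 5 × 10^6 per mL | Buffer or medium: Fresh YPD growth medium | Compound: Single dose | Schedule: Static 4 h at 37 °C with compound, 1 h detection | Controls: Clomiphene | Read-out: Luminescence rise reflecting yeast cell lysis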
RAD52 anneal inh – RAD52 (human) annealing inhibition; recombinant RAD52 DNA annealing, FRET fluorescence; inhibition, % at 18.7 µM; 360,000 tested, 0.46% active; AID 651710;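 active = every replicate showing at least 50% inhibition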
E-selectin induc – induces E-selectin expression in human endothelial cells | P16581 | HUVEC E-selectin immunofluorescence imaging; normalized: neutral wells 0, TNF-alpha wells 100 | activation, % at 7.58 µM | 260,000 tested, 0.37% active | AID 686992;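 active = mean E-selectin-positive cell signal at least 10% of the positive control, reached in at least 60% of replicates, without over 20% cell loss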;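 also: in these data hits start at about 27%; measured in HUVEC primary endothelial cells; signal is the percent of cells scored E-selectin positive by PE staining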
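assay system = HUVEC, human umbilical vein endothelial cells | input = 3,000 HUVEC seeded per well | medium = EGM-2 growth medium on 0.1% gelatin-coated wells | dosing = one compound dose added by pin transfer | signal = immunofluorescence imaging | read-out basis = % PE-positive cells | control set = TNF-alpha, DMSO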
An asterisk follows results filed as active; nt = not tested or not shown; [ ] = remark or other dose.

SMILES	RAD54 branch	miR122 inh	ERAP1 HTS inh	PGC1a acetyl inh	PglD inh	Cneo AK release	RAD52 anneal inh	E-selectin induc
CCCCCCCC(=O)Nc1cc(C(=O)NCc2ccc(C)cc2)ccc1N1CCC2(CC1)CC(c1cccc(Br)c1)=NO2	3	1	nt	-1	0	3	2	0.6
C[C@@H]1CCCCO[C@@H](CN(C)Cc2ccncc2)[C@@H](C)CN([C@@H](C)CO)C(=O)c2cc(NC(=O)Nc3ccc(C(F)(F)F)cc3)ccc2O1	-10	-9[16.7 µM]	-2	6	-1	0	47	0.5
OC[C@@H]1CN(Cc2ccncc2)C[C@H](n2cnc3c(N4CCOCC4)ncnc32)O1	8	-2	-2	1	-6	0	-7	0.2
CN1C(=O)c2cc(NC(=O)c3ccno3)ccc2OC[C@H]2O[C@@H](CC(=O)NCC3CC3)CC[C@@H]21	-6	-33[16.7 µM]	0	5	2	-2	-17	0.5
CCn1c(SCC(=O)c2ccc(Cl)s2)nnc1-c1cccs1	-3	7	nt	-35	1	-5	nt	nt
COc1cc(C(=O)N2CCc3ccccc32)cc(OC)c1OC	-11	7	-1	-1	10	3	-7	nt
OCC[C@@H]1C[C@H](O)[C@@H](O)[C@]2(CCc3ccccc3O2)O1	2	9	-2	-4	5	0	-4	-0.1
COC(=O)CC1=C(C(=O)OC)C(c2cc(OC)c(OC)cc2OC)C(C#N)=C(N)O1 (stereo not given)	10	-3	nt	3	-1	0	nt	nt
CCOC(=O)c1c(C)n(C)c2ccc(OCC(O)Cn3nc(C)cc3C)cc12 (stereo not given)	7	13	nt	nt	1	1	nt	nt
O=C(O)C[C@H]1CC[C@H]2[C@@H](COC[C@@H](O)CN2S(=O)(=O)c2ccc(F)cc2)O1	5	1[16.7 µM]	0	0	-3	0	10	0.1
CO[C@H](CN(C)S(=O)(=O)c1ccc(Cl)cc1)[C@H](C)CN([C@H](C)CO)S(=O)(=O)c1cccc(Cl)c1	2	nt	-5	-52	3	-10	6	0.6
C/C(=N/NS(=O)(=O)c1ccc(C)cc1)c1cccc(NC(=O)c2cccc(Cl)c2)c1	-7	6	nt	8	-1	0	nt	nt
Cc1ccc(NC(=O)NC(=O)N(c2ccccc2)S(C)(=O)=O)cc1	-1	5	nt	-5	0	-1	nt	nt
Cc1cc(C(=O)NNC(=O)c2ccc(C)c([N+](=O)[O-])c2)c(C)o1	-12	-2	1	2	2	1	-2	-0.3
CC(=O)c1cn(C2OC(CO)C3OC(C)(C)OC32)c(=O)n(C)c1=O (stereo not given)	1	5	nt	7	0	2	-8	nt
C[C@@H]1CN([C@H](C)CO)S(=O)(=O)c2ccc(C#CC3CC3)cc2O[C@H]1CN(C)C	7	12[16.7 µM]	-4	-15	4	4	7	-0.3
O=C(C[C@H]1C=C[C@@H](NS(=O)(=O)c2ccc(F)cc2)[C@H](CO)O1)NCc1ccc(Cl)c(Cl)c1	-1	nt	1	1	3	1	-8	-0.6
Cc1cc(C)n(-c2ccc(C(=O)NCC(c3ccco3)N3CCCC3)cc2)n1 (stereo not given)	4	3	-6	4	7	0	-7	nt
O=C(COC(=O)C12CC3CC(CC(O)(C3)C1)C2)N1CCN(S(=O)(=O)c2ccc(Cl)cc2)CC1	-2	-9	nt	-11	-3	-1	nt	nt
C[C@H](NC(=O)C[C@H]1CC[C@H]2[C@@H](COC[C@H](O)CN2Cc2ccc(C(F)(F)F)cc2)O1)c1ccccc1	8	-4[16.7 µM]	0	-8	2	-2	7	-0.2
COc1ccc(CN2CCN(c3ccccc3OC)CC2)cc1OC	-2	4	0	-20	-1	2	5	-0.1
CCn1c(COc2cccc(C)c2)nnc1SCC(=O)NC1CCCC1	-2	-4	-2	-20	-1	-1	4	nt
Cc1ccc(S(=O)(=O)NCC[C@H]2CC[C@H](NC(=O)c3cnccn3)[C@H](CO)O2)cc1	-7	2[16.7 µM]	2	-4	-2	-1	6	0.1
COc1ccccc1OCC(=O)Nn1c(=S)[nH]c2ncccc2c1=O	0	-3	2	8	5	7	9	4.0
Cc1ccc(S(=O)(=O)N/N=C\c2cn(CC(N)=O)c3ccccc23)cc1	-3	88	1	-12	-7	-1	-9	nt

Further structures follow:
SMILES	RAD54 branch	miR122 inh	ERAP1 HTS inh	PGC1a acetyl inh	PglD inh	Cneo AK release	RAD52 anneal inh	E-selectin induc
C[C@@H]1CN([C@@H](C)CO)C(=O)Cc2cc(NC(=O)c3ccncc3)ccc2O[C@H]1CN(C)C(=O)Nc1ccc(C(F)(F)F)cc1	0	5[16.7 µM]	1	-9	0	14	5	-19
N#Cc1cc2c(=O)n3ccccc3nc2n(CCCN2CCOCC2)c1=O	13	-3	nt	-12	0	1	nt	nt
C[C@H](CO)N1C[C@H](C)[C@H](CN(C)S(C)(=O)=O)Oc2ncc(-c3ccccc3)cc2C1=O	6	11[16.7 µM]	-2	10	-1	5	-6	0.2
CSc1ncccc1C(=O)Nc1ncc(C)s1	-10	nt	1	-2	1	-1	1	0.2
O=C(Cc1cccnc1)N1CC(=O)N2[C@@H](CO)[C@@H](c3ccc(C#CC4CC4)cc3)[C@@H]2C1	nt	nt	0	9	nt	nt	14	0.0
O=C(N/N=C/c1cccc(O)c1)c1ccc(COc2ccc3c(c2)CCC3)o1	-3	4	nt	-12	-3	-3	nt	nt
COc1ccc(C[C@@H]2CN3C(=NC[C@@H]3C)N2C[C@H](C)NC(=O)c2ccc(C)c(Br)c2)cc1	-9	2	-6	20	-2	11	6	nt
COC(=O)C1CCN(C(=O)CN2C(=O)NC(CCc3ccccc3)C2=O)CC1 (stereo not given)	0	-3	nt	11	-1	-2	nt	nt
C[C@H](CO)N1C[C@H](C)[C@H](CN(C)S(=O)(=O)c2ccc(Cl)cc2)Oc2ccc(NS(=O)(=O)c3cn(C)cn3)cc2CC1=O	-6	-4[16.7 µM]	2	-6	0	-5	-8	-0.1
Cc1noc(C)c1S(=O)(=O)Nc1ccc2c(c1)C(=O)N([C@H](C)CO)C[C@H](C)[C@@H](CN(C)C(=O)Nc1ccc3c(c1)OCO3)O2	-12	nt	5	nt	-1	0	-5	-1.4
CCN(CC)S(=O)(=O)c1ccc(N2CCOCC2)c(NC(=O)c2cc(Cl)c3c(c2)OCO3)c1	7	-6	-1	-3	1	0	-41	nt
CCOc1cc(C(=O)Nc2cnccn2)cc(OCC)c1OCC	5	2	nt	-9	3	4	nt	nt
CC(C)CC#Cc1ccc2c(c1)O[C@H](CN(C)C)[C@@H](C)CN([C@@H](C)CO)S2(=O)=O	-6	47[16.7 µM]	-1	-15	2	-8	26	nt
COc1cccc(CNC(=O)CCC2CCCN(C(=O)C3=CC(=O)CC(C)(C)O3)C2)c1 (stereo not given)	-4	4	6	8	8	0	2	nt
CC(C)CN(CC(C)C)CC(O)COc1ccccc1Br (stereo not given)	-9	-2	5	3	8	0	1	0.1
O=C(CSc1nnc(CN2CCCC2)n1-c1ccc(F)cc1)c1ccc2c(c1)OCO2	5	nt	-1	nt	-2	-3	-41	nt
Cc1ccc(OCC(=O)NC(=S)Nc2ccc(Br)c(C)n2)cc1	-10	nt	nt	4	-3	4	nt	nt
CC1(C(=O)N2CCN(c3ccc([N+](=O)[O-])cc3)CC2)CC1(Cl)Cl (stereo not given)	5	-6	-1	-2	0	-2	-5	nt
CCC(=O)N1C[C@H](C)[C@H](OC)CN(C)C(=O)c2cc(NC(=O)C3CCCCC3)ccc2OC[C@H]1C	-1	nt	-1	5	-1	-9	-13	-0.3
Cc1ccc2c(CN3CCCCC3C)cc(=O)oc2c1C (stereo not given)	4	nt	1	-16	-9	-1	3	0.5
O=C(C[C@H]1CC[C@H]2[C@@H](COC[C@H](O)CN2C(=O)c2ccccc2F)O1)NCc1ccc(Cl)cc1	3	4[16.7 µM]	0	-1	2	1	-46	-0.1
CNC(=S)Nc1ccc(C23CC4CC(CC(C4)C2)C3)cc1	1	1	nt	-5	-10	30	nt	nt
Cc1ccc(C(=O)/C=C/c2ccco2)c(O)c1	-5	3	nt	-2	-3	3	nt	nt
CCCC(=O)N1CCC1(C)C(=O)Nc1ccc(C)cc1 (stereo not given)	-11	nt	0	nt	-3	-13	0	2.2
Cc1ccc(-c2nn(-c3ccc(F)cc3)cc2C(=O)N(C)CC(=O)Nc2ccc(N3CCOCC3)cc2)cc1	-10	-2	4	0	-7	0	0	-2.2

The list continues.
SMILES	RAD54 branch	miR122 inh	ERAP1 HTS inh	PGC1a acetyl inh	PglD inh	Cneo AK release	RAD52 anneal inh	E-selectin induc
CCCc1[nH]nc2c1C(c1ccc(OC(=O)N3CCOCC3)c(OC)c1)C(C#N)=C(N)O2 (stereo not given)	-7	-1	nt	10	-3	2	nt	nt
COC(CSc1nc(N)c2c3c(sc2n1)CN(C)CC3)OC	13	-1	-1	5	-4	4	11	0.1
CCN1CCN(c2nc(-c3cccs3)nc3ccccc23)CC1	46	-1	-1	nt	0	-1	0	nt
COc1ccccc1CNC(=O)C[C@H]1C=C[C@@H](NC(=O)CC2CC2)[C@H](CO)O1	7	nt	0	2	-3	-3	-5	0.1
CCn1c(SCc2nc3ccccc3nc2C)nnc1-c1cccs1	2	-2	nt	-2	0	1	nt	nt
CSc1nc(Cl)c(Cc2ccc(OC(C)C)cc2)c(N2CCOCC2)n1	-9	-3	nt	7	1	-9	nt	nt
Cc1ccc(Cc2c(-c3ccccc3)nc3cc(C)ccn23)cc1	-2	2	nt	-1	0	12	-74	-6.3
COc1ccc(/C=C2\SC(=O)N(CCC(=O)N3CCCCC3CCO)C2=O)cc1 (stereo not given)	12	-9	5	-21	6	12	-7	nt
CC(C)NC(=O)Nc1ccc2c(c1)CC(=O)N([C@@H](C)CO)C[C@H](C)[C@H](CN(C)C(=O)NC1CCCCC1)O2	-2	2[16.7 µM]	-3	0	-10	-1	-3	-0.4
O=C(C[C@H]1CC[C@H](NS(=O)(=O)c2ccc(F)cc2)[C@H](CO)O1)NC1CCC1	-7	nt	-3	-17	0	1	5	-0.2
CCc1cc2c3c(c1)C(C)CC(C)(C)N3C(=O)C2=O (stereo not given)	-5	-8	nt	3	6	5	nt	nt
O=C(NCCCN1CCC(Cc2ccccc2)CC1)C1CC(=O)N(C2CCCC2)C1 (stereo not given)	5	-6	5	4	nt	3	-11	1.9
O=C(Nc1ccc(Cl)cc1)c1ccc2c(c1)OCO2	-1	2	nt	2	2	-9	nt	nt
Cc1cc(C(=O)Nc2cccc3c2O[C@@H](CN(C)C)[C@H](C)CN([C@@H](C)CO)C3=O)n(C)n1	5	-2[16.7 µM]	-2	-9	0	-5	7	0.0
CCOC(=O)C1(CCc2ccccc2)CCN(Cc2cc(OC)c(OC)cc2OC)CC1	-3	1	1	24	5	0	-10	0.0
CCOC(=O)/C(C#N)=C\N(C)C	-1	5	nt	0	nt	0	nt	nt
COc1ccc(OC)c(S(=O)(=O)N/N=C\c2ccc3c(c2)OCO3)c1	12	105*	-2	nt	-1	-1	-37	nt
O=C(CCCOc1ccccc1)Nc1cccc([N+](=O)[O-])c1	-1	-1	4	12	-4	5	-14	nt
CCOCCn1c(C)c(C(=O)OCC)c2cc(O)c3ccccc3c21	10	5	1	nt	3	0	-5	-0.2
COc1ccc(C(=O)/C=C/c2ccccc2)c(O)c1	-3	0	4	12	3	-6	-11	nt

One compound at a time, as listed above. Order of values: RAD54 branch, miR122 inh, ERAP1 HTS inh, PGC1a acetyl inh, PglD inh, Cneo AK release, RAD52 anneal inh, E-selectin induc
`Cc1cc(C(=O)Nc2cccc3c2O[C@@H](CN(C)C)[C@H](C)CN([C@@H](C)CO)C3=O)n(C)n1` in the list: 5, -2[16.7 µM], -2, -9, 0, -5, 7, 0.0
`CCOCCn1c(C)c(C(=O)OCC)c2cc(O)c3ccccc3c21` in the list: 10, 5, 1, nt, 3, 0, -5, -0.2
